High-throughput results: PubChem BioAssay, The Scripps Research Institute Molecular Screening Center
CHO parental Ca: ATP-evoked calcium signal inhibitors, parental CHO, primary screen, counter-screen for OX1R antagonist project, cell-based, fluorescence, Fluo-8 calcium dye; inhibition, % at 5.6 µM; parental CHO-K1, ATP-induced calcium, Fluo-8 fluorescence; 0.63% of 330,000 active;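 active = inhibition above that plate's mean sample inhibition plus 3 SD, cut at about 26% in these data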;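 note: 0% = ATP-challenged DMSO wells and 100% = DMSO wells without ATP; some compounds past the cut are filed as inactive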
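test system = CHO parental line | reagent = ATP stimulus | measured by = intracellular calcium via Fluo-8 no-wash fluorescent dye | control set = ATP and no-ATP DMSO wells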
M1 ag: human M1 muscarinic receptor agonists, primary screen, Fluo-8 calcium fluorescence, CHO-K1 cells, HTS. AID 588814, 2011. CHO-K1 hM1, agonist mode; 0% DMSO, 100% acetylcholine EC100. activation, % at 3 µM. 0.33% of 360,000 active. Muscarinic acetylcholine receptor M1 (Homo sapiens), P11229;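 active = activation above the run's mean compound activation plus 3 SD, cut at about 16% in these data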;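 note: peak over basal fluorescence ratio within a 140 s kinetic read after compound addition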
Target sequence (P11229 whole entry, looked up): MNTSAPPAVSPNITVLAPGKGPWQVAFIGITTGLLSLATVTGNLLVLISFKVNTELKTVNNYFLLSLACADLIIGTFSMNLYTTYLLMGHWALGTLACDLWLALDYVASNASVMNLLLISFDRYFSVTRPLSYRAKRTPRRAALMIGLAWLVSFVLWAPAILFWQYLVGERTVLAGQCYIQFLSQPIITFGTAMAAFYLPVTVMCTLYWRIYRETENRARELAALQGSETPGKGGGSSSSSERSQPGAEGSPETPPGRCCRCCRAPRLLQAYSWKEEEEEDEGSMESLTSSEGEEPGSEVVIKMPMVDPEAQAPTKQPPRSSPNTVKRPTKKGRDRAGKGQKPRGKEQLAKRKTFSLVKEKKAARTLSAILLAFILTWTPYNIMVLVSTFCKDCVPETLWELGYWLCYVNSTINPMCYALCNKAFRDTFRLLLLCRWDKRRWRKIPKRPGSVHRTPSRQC
CHO-K1 Ca antag: nonselective inhibitor or artifact in parental CHO-K1 cells | 0.6% of 360,000 active | inhibition, % at 3 µM | ATP-induced calcium, Fluo-8 fluorescence | AID 602250;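 active = inhibition above a per-plate cutoff, the plate's mean sample inhibition plus 3 SD, cut at about 24% in these data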;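 note: 0% = DMSO plus EC80 ATP and 100% = DMSO alone without ATP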
CHO-K1 Ca ag: counter-screen for M1 agonists: effect in parental CHO-K1 cells. Fluo-8 calcium fluorescence; scaled to maximal ATP response, vehicle zero. activation, % at 3 µM. 0.48% of 360,000 active; in the data active = activation above about 15%;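 note: untransfected CHO-K1 host cells lacking M1 receptor as counterscreen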
M1 antag: human M1 muscarinic receptor antagonists, primary screen, CHO-K1 cells, Fluo-8 calcium fluorescence, 1536-well. Muscarinic acetylcholine receptor M1 (Homo sapiens), P11229. inhibition, % at 3 µM. 1.3% of 360,000 active. CHO-K1 hM1, ACh EC80 antagonist;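 active = percent inhibition above its own plate's cutoff, namely the mean of that plate's compound wells plus 3 SD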;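 note: peak over basal fluorescence ratio during 140 s after agonist addition; 0% = ACh EC80 plus DMSO and 100% = DMSO alone without agonist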
TAAR1 agonist: human TAAR1 agonists, primary screen, Fluo-8 calcium fluorescence, CHO RD-HGA16 cells; Trace amine-associated receptor 1 (Homo sapiens), Q96RJ0; vehicle wells 0%, saturating PEA agonist 100%; activation, % at 3 µM; 0.99% of 360,000 active; AID 624467, 2012;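 active = activation above the mean activation of all test compounds in the run plus 3 SD, cut at about 38% in these data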
Target sequence (Q96RJ0 whole entry, looked up): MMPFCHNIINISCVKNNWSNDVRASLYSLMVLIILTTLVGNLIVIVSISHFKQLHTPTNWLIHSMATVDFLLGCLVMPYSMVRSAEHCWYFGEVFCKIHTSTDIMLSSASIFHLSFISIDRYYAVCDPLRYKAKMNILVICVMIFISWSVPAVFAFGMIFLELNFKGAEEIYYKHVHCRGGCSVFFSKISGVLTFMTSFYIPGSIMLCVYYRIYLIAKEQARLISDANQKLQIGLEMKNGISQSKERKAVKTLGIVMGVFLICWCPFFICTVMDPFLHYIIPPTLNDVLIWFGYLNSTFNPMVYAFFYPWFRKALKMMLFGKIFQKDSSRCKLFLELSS
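System: CHO-derived RD-HGA16 cells with stable Gα16 and human TAAR1 / Times: 17-24 h plating, Fluo-8 75 min 37 °C, 30 min RT / Technique: calcium-sensitive Fluo-8 signal, excitation 470-495, emission 515-575 nm / Measure: % activation relative to PEA EC100 response / Benchmarks: DMSO and PEA EC100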
CHRM1 PAM: human M1 muscarinic receptor positive allosteric modulators, primary screen, CHO-K1 cells, Fluo-8 calcium fluorescence, 1536-well | activation, % at 3 µM | 0.088% of 360,000 active | Muscarinic acetylcholine receptor M1 (Homo sapiens), P11229 | CHO-K1 hM1, ACh EC20; 0% = ACh EC20, 100% = maximal ACh; in the data active = activation above about 19%, passing the limit was not always enough
M1 PAM parental: nonselective calcium activators in parental CHO-K1 cells, primary screen, counter-screen for M1 PAM project, cell-based, Fluo-8 calcium fluorescence, full deck, 1536-well; 0.02% of 360,000 active; AID 602247, 2012; ATP EC20; 0% at ATP EC20, 100% at ATP max; activation, % at 3 µM;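 active = activation above the run cutoff, the mean activation of all test compounds plus 3 SD, cut at about 40% in these data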;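 note: peak over basal fluorescence ratio in a 140 s read after ATP addition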
TAAR1 antagonist: human TAAR1 antagonists, primary screen, Fluo-8 calcium fluorescence, CHO RD-HGA16 cells; Trace amine-associated receptor 1 (Homo sapiens), Q96RJ0; antagonist; inhibition, % at 3 µM; 1.5% of 360,000 active;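 active = inhibition above a per-plate cutoff, the mean inhibition of test compounds on that plate plus 3 SD, cut at about 49% in these data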;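 note: 0% = DMSO plus EC80 beta-PEA response and 100% = DMSO alone without agonist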
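Material: RD-HGA16 CHO cells with stable hTAAR1 and Gα16; Dosing: single nominal final test compound concentration of 3 µM; Schedule: seeding 17-24 h prior, 75-min 37 °C, 30-min RT dye loading; Detection: kinetic Fluo-8 calcium fluorescence measurement; Measure: % inhibition from peak post-agonist over basal fluorescence ratio; Benchmarks: vehicle and agonist controls.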
* hit, by the source's call; nt = no result given.

SMILES	CHO parental Ca	M1 ag	CHO-K1 Ca antag	CHO-K1 Ca ag	M1 antag	TAAR1 agonist	CHRM1 PAM	M1 PAM parental	TAAR1 antagonist
O=c1oc2ccccc2c2c1ncn2CCN1CCOCC1	-5.6	-4.1	-5.6	0.4	-0.5	3.4	9.4	15.7	5.0
Cc1ccnc2nc(C(=O)Nc3ccc4c(c3)OCO4)nn12	-6.7	-5.2	3.9	1.6	-6.5	-0.1	6.9	19.2	12.7
CC(C)N(C(=O)CSc1ccc(S(=O)(=O)N2CCCCC2)cn1)c1ccccc1	-21.8	-2.6	-8.1	0.6	22.4	9.4	-7.5	-14.1	-3.0
CCn1c2ccccc2c2cc(CC(N)=O)ccc21	-12.1	-5.5	5.3	0.2	-7.5	5.4	17.2	-3.1	-16.8
CC(=O)Nc1ccc(NC(=O)C(C)OC(=O)/C(C#N)=C/c2ccc(N(C)C)cc2)cc1 (stereo not drawn)	34.0	10.3	0.6	2.9	28.0*	11.1	3.7	21.7	14.6
CC(C)CCNC(=O)NC(=O)COc1ncnc2sccc12	-11.5	1.8	8.3	-0.3	-2.5	6.0	9.1	11.1	6.8
c1ccc(N2OCC3Cn4c(nc5ccccc54)C32)cc1 (stereo not drawn)	-21.0	-1.6	-11.2	-0.3	-14.5	3.6	5.1	-12.1	-2.1
COC(=O)c1ccc(NCC(=O)c2ccccc2)cc1	-2.7	-3.8	-11.3	0.2	-3.3	2.1	1.7	11.2	4.8
Cc1ccc2oc(=O)cc(CN3CCOCC3)c2c1	-7.6	-2.8	-16.2	-0.1	-13.3	11.0	6.1	15.9	4.4
COc1ccc(S(=O)(=O)N2CCN(c3cc(-c4ccccc4)nc4ncnn34)CC2)cc1	-2.6	-5.0	-9.0	0.2	-6.8	6.6	7.5	18.7	-9.6
Cc1ccccc1OCc1nc2ccccc2[nH]1	-25.4	-4.8	4.0	4.2	4.3	3.9	-7.8	10.8	-3.4
Oc1ccc2ccccc2c1CN1CC2CCC(CC2)C1	nt	-8.1	-10.3	0.3	-6.6	1.4	-4.1	6.1	-11.8
O=C(Nc1ccc2c(c1)OCO2)c1cc(-c2cccnc2)nc2ccccc12	-11.2	-8.7	-4.1	3.0	8.6	6.3	-5.3	-6.3	24.3
O=C(O)CS(=O)(=O)CC(=O)NCc1cccc(C(F)(F)F)c1	-4.7	-1.7	0.8	0.2	1.9	1.1	-0.6	14.8	2.0
O=C(Nc1cc(Cl)ccc1Cl)c1cc(-c2ccco2)on1	-1.9	-1.9	-10.3	-0.5	0.9	-2.9	-2.6	0.6	-6.1

Some entries already given with just M1 antag, M1 PAM parental and TAAR1 agonist:
Molecule	M1 antag	M1 PAM parental	TAAR1 agonist
CC(C)CCNC(=O)NC(=O)COc1ncnc2sccc12	-2.5	11.1	6.0
c1ccc(N2OCC3Cn4c(nc5ccccc54)C32)cc1 (stereo not drawn)	-14.5	-12.1	3.6
COC(=O)c1ccc(NCC(=O)c2ccccc2)cc1	-3.3	11.2	2.1

(more compounds)
SMILES	CHO parental Ca	M1 ag	CHO-K1 Ca antag	CHO-K1 Ca ag	M1 antag	TAAR1 agonist	CHRM1 PAM	M1 PAM parental	TAAR1 antagonist
O=c1c2cn[nH]c2nc(SCc2ccc3c(c2)OCCO3)n1-c1ccccc1	-15.9	-2.5	-6.7	2.1	8.7	12.5	-5.4	20.9	3.1
COc1cc(/C=N/NC(=O)c2ccc3nc[nH]c3c2)cc(OC)c1OC(C)=O	nt	-1.8	-8.7	1.1	8.7	3.1	-5.8	9.6	-15.9
CCCCOc1ccc(C(=O)Nc2ccc3c(c2)OCO3)cc1	-5.6	-3.2	5.8	1.1	-4.1	-2.2	2.9	-8.9	11.2
Cc1cc(C(C)(C)C)ccc1OCCOCCN1CCCC1	-4.7	-9.2	0.1	1.2	32.7*	7.6	-24.7	-1.1	14.5
O=C(Oc1ccc[nH]c1=O)C1CC1	nt	-1.8	-13.6	0.3	-13.4	2.4	3.8	0.4	-6.4
CS(=O)(=O)c1ccc(N2CCOCC2)c(S(C)(=O)=O)c1	-11.8	-4.2	-4.4	0.5	0.3	2.7	0.5	17.0	11.0
COc1ccc(C(=O)COC(=O)CCS(=O)(=O)c2ccc(C)cc2)c(OC)c1	-18.9	-1.2	-6.8	3.7	22.8	1.2	-7.0	16.9	-1.1
COc1ccc(OCC(=O)Nc2ccc3oc(=O)ccc3c2)cc1	6.4	-1.0	-0.6	2.6	-6.9	1.0	6.6	-12.6	-12.7
Cc1ccc2c(C)c(C(=O)N(Cc3cccs3)C3CCS(=O)(=O)C3)oc2c1 (stereo not drawn)	-33.0	15.8	-4.5	0.2	2.0	11.1	23.7*	1.2	5.5
CC1=C(C(=O)Nc2ccc(C)cc2)C(c2cccs2)NC(=S)N1 (stereo not drawn)	-7.9	-6.6	-6.6	0.5	8.3	23.7	-0.2	14.0	-6.4
O=C(CSc1ccccn1)N1CCc2ccccc21	-1.2	-4.6	14.2	-0.2	-6.3	0.2	6.8	17.1	-23.0
CCOc1ccc(NC(=O)c2c(NC(=O)CNCCN3CCOCC3)sc3c2CCC3)cc1	-18.1	-5.8	-10.5	0.8	-8.5	-0.1	1.6	1.9	-3.1
Cc1ccc(C)c(C(=O)c2c(C)nc3sccn23)c1	-26.8	-2.3	-14.1	0.2	7.8	4.5	-1.5	6.1	4.3
Cn1ncc(Cl)c1C(=O)Nc1cccc(Cl)c1	-9.4	-3.5	-9.2	0.5	-15.2	11.2	10.6	16.9	-2.4
O=C(c1ccccc1)N1N=C(c2ccco2)CC1c1cccs1 (stereo not drawn)	-7.6	-8.3	1.5	-0.2	-7.5	5.0	2.2	-0.3	-9.4
Cc1ccc(S(=O)(=O)NC(=O)NCCc2ccccc2)cc1	-16.1	-6.7	-8.4	0.6	-3.4	71.4*	10.8	16.3	18.0
O=C(Nc1nc(-c2ccccc2)cs1)c1cccc([N+](=O)[O-])c1C(=O)O	-5.3	-4.4	3.1	-0.3	6.2	3.4	-1.9	2.6	0.5
CCNC(=O)C1(C)CCCN(C(=O)c2cc(-c3cccs3)oc2C)C1 (stereo not drawn)	nt	-3.6	-13.4	1.4	-11.6	1.1	11.0	24.4	-2.8
COc1ccc(/C=C(/C(=O)c2ccc(Cl)cc2Cl)n2cncn2)cc1	-16.6	5.4	-8.7	1.5	-5.4	5.1	15.6	17.2	-2.8
O=C(NNC(=O)C1CCCCC1)C(=O)NC1CCCCC1	-3.9	-4.8	-10.5	0.2	-9.8	7.3	10.2	16.9	-8.4
O=C(Cc1c(F)cccc1Cl)N/N=C/c1cccs1	-18.5	-2.3	-1.5	2.9	-3.3	3.6	6.7	3.9	-26.5
Cc1ccnc(SCC(=O)c2cccc([N+](=O)[O-])c2)n1	-9.5	-4.8	-13.6	1.7	-6.6	3.9	5.3	25.2	-10.1
CC1=CC(=O)[C@@H](OC(=O)Nc2ccc(C)cc2)[C@@H](c2ccccc2Br)N1C	nt	4.5	-5.4	0.4	-12.8	-1.5	24.6	20.0	4.5
C=CC[C@@H](CC(=O)N[C@@H](CO)Cc1ccccc1)C(=O)N[C@H](COC(=O)[C@@H](CC=C)Cc1ccc(F)cc1)Cc1ccccc1	-2.4	-1.7	-13.4	1.2	-2.6	1.4	10.0	17.4	8.1
CCc1nc(C)ccc1OCC(=O)NCCCN(C)C	-1.6	-3.2	-9.8	0.3	-6.1	2.6	6.4	17.3	-7.9
COc1ccc(-n2c(C)cc(=O)[nH]c2=O)cc1	-3.2	-2.8	-8.4	0.2	-3.5	0.6	-1.9	17.2	0.3
CC[C@]12c3[nH]c4ccccc4c3CCN1C(=O)C(CC(=O)NCC13CC4CC(CC(C4)C1)C3)C[C@@H]2C(=O)N1CCN(C(=O)c2ccco2)CC1 (stereo partly drawn)	-14.6	-9.6	0.1	0.9	5.9	19.3	-4.7	-0.9	12.9
CC(C)(C)NC(=O)C1c2ccccc2OCC(=O)N1Cc1ccccn1 (stereo not drawn)	nt	nt	-12.2	0.3	nt	-0.3	nt	4.0	-4.5
[O-][n+]1c2cc(C(F)(F)F)ccc2c2n1CCN=C2c1ccc(Cl)cc1	-12.4	-4.0	-7.6	0.2	-4.3	4.3	8.8	9.2	20.6
O=C(c1ccc2c(c1)OCO2)N1CCN(S(=O)(=O)c2ccccc2)CC1	-15.0	-4.3	-9.1	1.4	-7.4	1.0	4.3	0.5	-3.3
O=C(NCc1ccc(C(F)(F)F)cc1)C1CC(c2c(Cl)cccc2Cl)=NO1 (stereo not drawn)	-19.0	-2.2	-23.2	0.0	-7.6	8.6	10.4	23.1	6.8
O=S(=O)(Nc1ccc2c(c1)oc1ccccc12)N1CCCC1	-4.2	-2.7	2.5	1.7	-11.7	11.8	5.2	15.2	6.2
COc1cc(C#Cc2c(-c3cncn3C)n(C)c3ccc(-c4ccc5[nH]ccc5c4)cc23)cc(OC)c1	-6.9	-4.7	-6.8	0.3	6.8	4.5	-5.2	-0.5	16.6
O=c1/c(=C/c2ccc(O)cc2)sc2n1CCCN=2	9.1	-3.1	6.7	0.9	-5.2	-0.1	5.2	0.8	-9.1
Cc1cc(=O)oc2cc(NS(=O)(=O)c3ccccc3)ccc12	-4.6	-1.6	0.4	1.3	-3.5	2.0	5.5	16.4	-0.6
CN(C)S(=O)(=O)c1cccc(NC(=O)COc2ccccc2C(=O)Nc2ccccc2)c1	nt	2.0	-5.2	1.9	41.3*	23.8	-22.9	8.9	72.3*
O=C1C(Sc2ccccc2)=C[C@@]2(O)CC[C@@H](O)[C@]1(Sc1ccccc1)[C@H]2O	nt	nt	-15.1	0.7	nt	0.6	nt	13.0	-13.2
CCCCN(C)c1c(N2CCC(C(=O)OCC)CC2)c(=O)c1=O	-6.2	-4.7	-1.1	0.6	10.6	0.6	-9.7	-8.2	-0.1
O=C(O)c1ccccc1N/N=C/c1c(Sc2nnnn2-c2ccccc2)nc2ccccn2c1=O	22.9	-0.5	-2.4	1.0	4.7	12.8	10.1	-12.9	-11.3
Cc1cc(N(C)C)c(C#N)c(N2CCOCC2)n1	4.0	-2.3	-7.8	0.2	-33.3	0.3	1.2	19.6	-29.7
CCOc1ccc2[nH]c3c(NCC(C)C)ncnc3c2c1	-2.1	-8.3	-10.4	0.8	2.2	nt	0.2	-6.1	nt
